High-throughput results (PubChem BioAssay)
Pf growth 96h: P. falciparum growth inhibition at 96 hour, primary screen for plastid delayed-death inhibitors; P. falciparum luciferase reporter growth, 96 h; Potency, µM (highest dose often 28.7 µM), without a hit: at the highest dose activity change, negative = inhibition, most hits filed as inhibitors; 6.9% of 320,000 active; AID 504834; note: potency is the fitted concentration of half-maximal effect; % is set by controls: 0 for no effect and ±100 for the full control effect
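Infected RBCs, 2% Hct / 0.05% parasitemia final; luciferase-reporter P. falciparum; cpd 96 h, 37 C, 5% CO2; luciferase detection reagent; luminescence.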
Tb PYK inh: inhibitors of Trypanosoma brucei pyruvate kinase. Q57TT1. TbPYK enzyme, Kinase-Glo Plus ATP luminescence, 45 min. 0.12% of 410,000 active. Potency, µM (doses to about 76.8 µM), without a hit: at the highest dose activity, negative = inhibition, most hits filed as inhibitors. AID 624173; note: potency is the fitted concentration of half-maximal effect; % is set by controls: 0 for no effect and ±100 for the full control effect; nearly all actives have a fitted effect of over 50% in size
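Luminescent Kinase-Glo Plus end-point after 45 min room-temperature reaction of T. brucei pyruvate kinase started with 130 uM ADP (final). Buffer TEA 50 mM pH 7.2 with KCl, MgCl2, BSA, Tween-20; titration-based qHTS with fitted concentration-effect curves.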
AmpC inh no detg: inhibitors of E. coli AmpC beta-lactamase without detergent; Potency, µM (titrated, usually from 57.1 µM), for inactives: top-dose activity change, negative = inhibition, most hits filed as inhibitors; 0.52% of 330,000 active; AmpC nitrocefin hydrolysis, absorbance 480 nm, 0.0001% Triton; AID 485341;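 note: potency is the fitted concentration of half-maximal effect; plate controls were no compound for no effect and no enzyme for full effect; nearly all actives have a fitted effect of over 20% in size; some results filed as inactive show a strong effect at the top dose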
Target sequence (P00811 whole entry, looked up): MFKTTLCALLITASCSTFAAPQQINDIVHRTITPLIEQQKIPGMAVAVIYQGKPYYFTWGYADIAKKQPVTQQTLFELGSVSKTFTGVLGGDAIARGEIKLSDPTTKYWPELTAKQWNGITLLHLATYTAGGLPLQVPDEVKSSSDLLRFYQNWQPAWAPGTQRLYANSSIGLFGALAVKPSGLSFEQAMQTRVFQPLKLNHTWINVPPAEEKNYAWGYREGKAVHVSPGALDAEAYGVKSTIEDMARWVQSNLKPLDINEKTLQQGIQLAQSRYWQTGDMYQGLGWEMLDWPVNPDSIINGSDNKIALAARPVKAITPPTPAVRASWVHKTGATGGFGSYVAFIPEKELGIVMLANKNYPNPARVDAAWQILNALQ
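20 mM phosphate pH 7.0 + 0.01% (detergent screen) or 0.0001% Triton X-100; 5.3 nM AmpC reagent; cpd preinc 15 min RT; nitrocefin (800 uM stock) to start; A480 q20 s × 4 min; Activity was normalised to no-enzyme and no-compound control wells.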
LmPK inh: LmPK (Leishmania mexicana) enzyme inhibition; purified LmPK, Kinase-Glo ATP luminescence, 1 h; Potency, µM (highest dose often 57.5 µM), for the others: top-dose activity change, negative = inhibition, hits mostly inhibitors; 0.37% of 290,000 active; AID 1721; note: potency is the fitted concentration of half-maximal effect; % is set by controls: 0 for no effect and ±100 for the full control effect
Target sequence (Q27686 whole entry, looked up): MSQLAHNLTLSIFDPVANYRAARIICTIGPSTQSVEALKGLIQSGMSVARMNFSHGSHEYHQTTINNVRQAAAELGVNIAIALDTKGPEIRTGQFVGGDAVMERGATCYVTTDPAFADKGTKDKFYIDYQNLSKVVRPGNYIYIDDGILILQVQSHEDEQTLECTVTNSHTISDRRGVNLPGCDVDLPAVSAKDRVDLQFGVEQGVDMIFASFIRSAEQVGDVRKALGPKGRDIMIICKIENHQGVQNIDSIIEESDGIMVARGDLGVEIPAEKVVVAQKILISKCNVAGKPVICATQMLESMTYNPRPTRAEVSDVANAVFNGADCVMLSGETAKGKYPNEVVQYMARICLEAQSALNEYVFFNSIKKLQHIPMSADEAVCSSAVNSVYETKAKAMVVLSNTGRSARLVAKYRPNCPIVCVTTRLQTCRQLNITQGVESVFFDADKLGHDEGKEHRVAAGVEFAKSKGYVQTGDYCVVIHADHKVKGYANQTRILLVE
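Kinase-Glo luminescence read after 1 h RT reaction of 0.1 nM LmPK with 0.5 mM PEP and 0.1 mM ADP. Activity scaled between uninhibited and enzyme-free controls.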
CHX counter: counter-screen for Shiga toxin inhibitors: cycloheximide protein synthesis inhibition; 12% of 300,000 active; max response, %; cell reporter, cycloheximide protein synthesis inhibition counterscreen; in the data active = max response mostly above about 13%, no sharp cut-off; inactive = mostly below about 14%; note: read at 38.3 µM for the half of the compounds with a filed dose; 0% is about no effect
Shiga inhibitor: Shiga toxin inhibition; Vero cells, Shiga toxin protein synthesis inhibition reporter; inhibition, % at 38.7 µM; 9.2% of 290,000 active; AID 2315; in the data active = inhibition mostly above about 28%, no sharp cut-off; inactive = mostly below about 43%; note: 0% is about no effect
Pf growth 48h: P. falciparum growth inhibition at 48 hours (one generation); Potency, µM (titrated, usually from 28.7 µM), without a hit: at the top dose activity change, negative = inhibition, usual class: inhibitors; 5.9% of 310,000 active; P. falciparum luciferase growth in erythrocytes, 48 h; note: potency is the fitted concentration of half-maximal effect; % is set by controls: 0 for no effect and ±100 for the full control effect
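Erythrocytes infected with P. falciparum carrying an integrated firefly luciferase reporter (2% hematocrit, 0.1% parasitemia final) were exposed to compounds in RPMI 1640 with 0.5% Albumax at 37 C, 5% CO2. Growth inhibition was scored as reduced luminescence.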
* marks the source's active call; other numbers are inactive results; i = inactive; ? = inconclusive; · = no result given; & = joins results of further samples; [ ] = remark or other dose. Unless noted, calls come from the whole dose curve; as a rule, active = well fitted curve in the direction sought with a large enough effect; inconclusive = small, poorly fitted or top-dose-only effect, or another doubt; inactive = no such curve, though single readings can be large; an effect the other way counts as inactive or inconclusive.

Molecule	Pf growth 96h	Tb PYK inh	AmpC inh no detg	LmPK inh	CHX counter	Shiga inhibitor	Pf growth 48h
CC12CN3CC(C)(CN(C1)C31CCSCC1)C2=O	37%[activator]	5%	-26%	-1%	-3	-7	25%
CCC1(C)CC2(CCCN(CCC(O)(c3ccccc3)c3ccccc3)C2)CCO1 (centres undefined)	-16%	-4%	85%[activator]	7%	6	11	?
O=C(Nc1ccc(S(=O)(=O)Nc2nccs2)cc1)C1CCCCC1	-9%	2%	-37%	9%	-3	-23	·
CNc1nc(N2CCc3ccccc32)ncc1F	·	0%	-8%	?	39*	105*	222%[activator]
Cc1ccc(-c2noc(CCC(=O)Nc3cc(C)ccn3)n2)cc1	?	5%	-20%	5%	-3	-5	47%[activator]
CCCN(C(=O)Cn1ncc2c(=O)oc3ccccc3c21)c1cccc(C)c1	0%	-4%&6%	·	3%	1	13	9%
CCOC(=O)Nc1nc(C)c(C(=O)c2ccc(Cl)cc2)s1	·	3%	-22%	-8%	1	-8	35%[activator]
O=C1CCc2ccc(NS(=O)(=O)c3ccc(F)cc3)cc2N1	15%	0%	-28%	-4%	7	17	11%
Cc1ccc2c(Cl)cc(Cl)c(OCC(=O)Nc3cc(C)on3)c2n1	138%[activator]	·	-14%	-1%	-3	-9	-2%
O=C1NC(=O)N(CCC2=CCCCC2)C(=O)/C1=C\c1cccs1	15%	-21%	-40%	4%	-6	-7	9%
COc1ccc(-n2cccc2C=O)cc1	-14%	-5%	-14%	-4%	-1	19	18%
O=C(NCc1n[nH]c(=S)n1-c1ccc(Cl)c(Cl)c1)c1ccco1	15µM*	?	-26%	-5%	-2	-5	?
Cc1cc(C)c(S(=O)(=O)N2CCCOC2CNC(=O)C(=O)NCc2ccccn2)c(C)c1 (centres undefined)	-31%[5.75 µM]	2%	31%	0%	-1	-11	?
Fc1cccc(Cl)c1CSc1nnnn1-c1ccc2c(c1)OCO2	55%[activator]	5%	-41%	1%	-5	-19	-22%
CCn1c(=S)sc2c(=O)[nH]c(C)nc21	11%	0%	-6%	3%	1	-8	-1%
O=C(COC(=O)[C@@H]1CCCN1C(=O)c1cccs1)Nc1ccc(F)cc1[N+](=O)[O-]	26%	4%	-12%	3%	6	-18	5%
S=C(NC1CCCC1)NC1CC1	6%	-1%	-6%	1%	-2	19	-12%
CCCNC(=O)c1cccc(COc2ccccc2OC)c1	13%	3%	-2%[2.29 µM]	-7%	50*	123*	358%[activator]
COC(=O)c1ccccc1NC(=O)CSc1nnc(-c2cccnc2)n1N	37%[activator]	-1%	4%[2.29 µM]	4%	1	2	21%
Cc1cnc(C(=O)OCC(=O)c2csc(N3CCCCC3)n2)cn1	-16%	0%	2%	11%	51*	36	-17%
CCn1c(Cc2ccccc2)nnc1SCC(=O)Nc1ccc2c(c1)OCO2	?	1%	-1%	1%	1	-2	-19%
CCc1ccc(NC(=O)c2c(C(=O)Nc3ccccc3)sc3nc(C)cc(=O)n23)cc1	0%	-4%&-1%	54%	-4%	9	-8	?
COc1ccc(-c2nc(CSCC(=O)NC3CC3)c(C)o2)cc1OC	60%[activator]	3%	0%	-4%	-1	-1	11%
CN1CCN(c2nc3ccccn3c(=O)c2C=C2C(=O)N(C)C(=O)N(C)C2=O)CC1	-13%	-2%	-18%	-1%	-4	-2	0%
O=C(COC(=O)Cc1ccccc1[N+](=O)[O-])NCC1CCCCC1	-4%	1%	6%	-5%	10	6	-1%
Cc1occc1C(=O)N(C)Cc1nc(-c2ccc(Cl)cc2)no1	-3%	1%	5%	0%	9	24	0%
O=C(COC(=O)c1ccc(Br)o1)NCCc1ccccc1	?	-2%	-19%	7%	8	46	-7%
O=C(CCNC(=O)c1ccc(Br)cc1)NNC(=O)C1COc2ccccc2O1 (centres undefined)	15%	1%	-4%	·	·	·	1%
N#Cc1ccc(C(=O)Nc2ccc(N3CCN(C(=O)c4ccco4)CC3)cc2)c(F)c1	0%	2%	-10%	2%	-3	-10	?
Nc1cc(Cl)ccc1C(=O)OCC(=O)NC1CCCCC1	27%	-3%	-18%	-5%	13	25	19%
COc1ccc(CN2C(=NC(=O)CCC3CCCC3)SC3CS(=O)(=O)CC32)cc1 (centres undefined)	3%	-7%	-19%	1%	-4	-6	9%
C=CCn1c(SCC(=O)Nc2ccccc2OC)nc2c([nH]c3ccccc32)c1=O	4.1µM*	-6%	-54%	-1%	-2	8	?
CCN1CCN(c2nc3c(C)cccn3c(=O)c2C=C(C#N)C#N)CC1	1%	-1%	-21%	2%	8	6	15%
Cc1ccc(NC(=O)CN(c2ccccc2F)S(C)(=O)=O)cc1	·	3%	-11%	-1%	-3	-5	5%
CCc1ccccc1NC(=O)CNC(=O)CNC(=O)c1cccs1	1%	26%	-7%	·	·	·	7%
CCCCn1c(SCC(=O)NCc2ccco2)nnc1-c1ccco1	·	-25%	-1%	1%	2	2	-26%
O=C(CCN1C(=O)c2ccccc2C1=O)Nc1ccccn1	?	-3%	-23%	1%	1	-10	19%
CCc1ccc(-c2cc(C)no2)cc1S(=O)(=O)NCCc1ccc(OC)c(OC)c1	12µM*	-7%	58%	10%	1	-1	0%
COc1ccc(N2CCN(C(=O)c3ccncc3)CC2)cc1	28%	-10%	-2%	0%	5	3	·
CSCCC(NC=C1C(=O)OC(C)(C)OC1=O)C(=O)O (centres undefined)	116%[activator]	-1%	-7%	-1%	-1	10	33%[activator]
COc1ccc(C)cc1NC(=O)C(OC(=O)c1cc(C)oc1C)c1ccccc1 (centres undefined)	?	-2%	-20%	-1%	-7	-11	?
Cn1c(=O)c2c(nc(SCCOc3ccc4ccc(=O)oc4c3)n2C)n(C)c1=O	13µM*	·	2%	-5%	-3	-7	9%
Cn1c(CN2CCOCC2)nnc1SCC(=O)Nc1nccs1	4%[5.75 µM]	2%	-13%	-1%	-5	3	17%
CC1CCCCC12NC(=O)N(CC(=O)NC(=O)Nc1ccc3c(c1)OCCO3)C2=O (centres undefined)	63%[activator]	0%	-2%	3%	33*	105*	105%[activator]
CC(C)(C)C(=O)NC1(C(F)(F)F)N=C2SCCN2C1=O (centres undefined)	-6%	0%	-14%	-1%	-2	3	1%
COc1ccc(CNC2CC(=O)N(C)C2=O)cc1 (centres undefined)	46%[activator]	-1%	-21%	1%	6	-5	16%
O=C(Nc1nc2c(F)cc(F)cc2s1)C1CC(=O)N(Cc2ccco2)C1 (centres undefined)	5%	-19%	-15%	4%	24*	47	1%
O=C1NC(=Nc2ccc(Cl)cc2)/C(=C/c2ccco2)S1	?	-4%	-48%	-8%	8	14	?
CCOC(=O)C1CCN(C(=O)CN2C(=O)C(CC)Oc3ccccc32)CC1 (centres undefined)	?	-1%	0%	-2%	1	-6	-13%
C=CCSc1nnc2nc3[nH]c4c(C)cccc4c3nn12	·	1%	-23%	2%	28	15	?
Cc1sc2ncn(CC(=O)NCCCN3CCC(C)CC3)c(=O)c2c1S(=O)(=O)N1CCC(C)CC1	-3%	-3%	-12%	0%	-6	-10	22%
O=C(NC(=S)Nc1ccc2c(c1)OCCO2)c1ccco1	179%[activator]	-5%	-25%	-18%	46*	100*	0%
Nc1nnc(CSCc2ccc(Cl)cc2)s1	-10%	7%	-12%	0%	-3	-11	3%
c1ccc2nc(N3CCOCC3)c(N3CCOCC3)nc2c1	?	7%	-7%	2%	-1	-13	-2%
O=C(N/N=C/c1ccc([N+](=O)[O-])s1)c1cccc(Br)c1	4.1µM*	2%	-43%	0%	-2	5	4.1µM*
O=S(=O)(CC(c1ccccc1)N1CCCCC1)c1ccc(Cl)cc1 (centres undefined)	1%	-2%	-5%	-6%	1	6	-4%
COc1cc(S(=O)(=O)N2CCCCC2)c(OC)cc1Br	-23%	0%	1%	-3%	-1	-10	18%
O=C(COc1ccc(Cl)cc1Cl)Nc1ccc(S(=O)(=O)NC2=NCCCCC2)cc1	?	0%	-8%	5%	-1	-8	?
Brc1ccccc1-n1nnc(-c2nccs2)n1	78%[activator]	-3%	-19%	-24%	49*	77*	281%[activator]
Fc1ccc(CN2CCCCCC2)c(F)c1	21%	-4%	-17%	-8%	-3	-3	13%

Entries of single compounds as entered above. Screens in order: Pf growth 96h | Tb PYK inh | AmpC inh no detg | LmPK inh | CHX counter | Shiga inhibitor | Pf growth 48h
Record of O=C(COc1ccc(Cl)cc1Cl)Nc1ccc(S(=O)(=O)NC2=NCCCCC2)cc1 : ? | 0% | -8% | 5% | -1 | -8 | ?
Record of COc1ccc(C)cc1NC(=O)C(OC(=O)c1cc(C)oc1C)c1ccccc1 (centres undefined) : ? | -2% | -20% | -1% | -7 | -11 | ?
Record of Nc1nnc(CSCc2ccc(Cl)cc2)s1 : -10% | 7% | -12% | 0% | -3 | -11 | 3%

(list continues)
Molecule	Pf growth 96h	Tb PYK inh	AmpC inh no detg	LmPK inh	CHX counter	Shiga inhibitor	Pf growth 48h
CCc1cc(=O)[nH]c(SCC(=O)NCC2CCCO2)n1 (centres undefined)	20%	-2%	-17%	·	·	·	-9%
COc1cccc(Nc2nnc(SCC(=O)N3CC(C)OC(C)C3)s2)c1 (centres undefined)	35%[activator]	0%	-8%	-10%	6	33	?
O=C(C1CCC(=O)N1Cc1ccc(F)cc1)N1CCC2(CC1)OCCO2 (centres undefined)	?	6%	-2%	3%	1	-1	-1%
OC1CCN(C(=S)NCCc2ccccc2)CC1	9%	-11%	-11%	1%	9	4	·
Cc1nccn1CCN(C)Cc1cn(Cc2ccccc2)nc1-c1ccc2c(c1)OCO2	?	-9%	98%[activator]	3%	1	-5	-17%
CC(=O)c1ccc(NC(=O)CN2C(=O)COc3ccc(S(=O)(=O)N4CCCC4)cc32)cc1	1%	-3%	-36%	1%	1	-7	28%
COc1cc2cnc(Cl)nc2cc1OC	46%[activator]	-4%	-10%	0%	-1	7	38%[activator]
Cc1ccc(C(=O)NC2CCCC(C)C2C)cc1S(=O)(=O)N1CCCCC1 (centres undefined)	15µM*	1%	-28%	·	·	·	?
COc1ccc(OCc2nnc(SCC(=O)NC3CC3)n2C)cc1	16%	-3%	-1%	1%	-1	-10	-5%
COc1ccc(N2C(=O)/C(=C\c3ccco3)N=C2SCC(=O)N(C(C)C)C(C)C)cc1Cl	?	4%	-29%	3%	10	2	10µM*
O=C1CC(SC2=NCCS2)C(=O)N1c1ccc(Cl)cc1 (centres undefined)	i	-11%	-17%	2%	-3	-6	2%
Cn1c(C(=O)N2CCC(C(=O)N3CCN(Cc4ccc5c(c4)OCO5)CC3)CC2)cc2sccc21	10µM*	-7%	261%[activator]	1%	-6	10	?
Cc1ccc(C(=O)N/N=C\c2cc3c(cc2Br)OCO3)s1	?	6%	-31%	2%	-1	15	?
